Screening data as filed in PubChem.
aSyn yeast inh: inhibitors of alpha-synuclein toxicity in yeast. Yeast expressing alpha-synuclein, growth rescue, BacTiter-Glo, 24 h. Potency, µM (top dose mostly 46.1 µM), inactives show top-dose growth rescue (activation), most hits filed as activators. 0.14% of 370,000 active; note: % of control where 0% means no effect; nearly all actives have a fitted effect of over 65% in size
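Readout is rescue of growth in alpha-synuclein-expressing yeast, so inhibitors of toxicity appear as activators. Growth after 24 hr at 30 deg C in galactose medium is quantified by luminescence.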
KB-V1 MDR tox: KB-V1 MDR subline cytotoxicity; AID 1347076; KB-V1 MDR cells viability, CellTiter-Glo, 72 h; Potency, µM (titrated, usually from 46.1 µM), for inactives: at the highest dose activity change, negative = cytotoxicity, most hits filed as cytotoxic; 3.4% of 400,000 active; note: % is set by controls: 0 for no effect and ±100 for the full control effect; nearly all actives have a fitted effect of over 60% in size
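Compound-treated KB-V1 multidrug-resistant cells, 72 h, 37 degrees C; viability by CellTiter-Glo. Fitted qHTS curves give the values.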
Numbers without * were called inactive; ? = inconclusive; & = joins results of further samples; [ ] = another dose, or the depositor's remark. Calls come from the whole dose curve; as a rule, active = well fitted curve in the direction sought with a large enough effect; inconclusive = small, poorly fitted or top-dose-only effect, or another doubt; inactive = no such curve, though single readings can be large; an effect the other way counts as inactive or inconclusive. Potency is the fitted concentration of half-maximal effect.

SMILES	aSyn yeast inh	KB-V1 MDR tox
COc1ccc(CCNc2ncnc3nc[nH]c23)cc1	-2%	3%
Cc1[nH]c2ccccc2c1C(=O)C(C)Sc1nc2ccccc2c(=O)n1Cc1cccnc1 (centres undefined)	-1%	-15%
O=C(CNC(=O)c1ccccc1)NCC(=O)OCC(=O)c1ccc2ccccc2c1	6%	0%
CS(=O)(=O)c1ccc(/C=C2\C=Cc3ccccc32)cc1	-1%	0%
OB(O)c1cc2ccccc2o1	-13%	-28%
C(=Nc1ccc(/C=C/c2ccnc3ccccc23)cc1)Nc1ccc(/C=C/c2ccnc3ccccc23)cc1	5%	?
ICC[n+]1csc2ccccc21	-1%	-19%
CCCCOc1ccc(CC(=O)N(C)O)cc1	6%	-10%
Cc1ccc2oc(-c3ccc(C)c(NC(=O)COc4ccc(Cl)cc4)c3)nc2c1	-4%	12%
CC1(C)Nc2cccc3c(N=Nc4ccc(N=Nc5ccccc5)c5ccccc45)ccc(c23)N1	-43%[inhibitor]	?
Nc1nc(=S)c2n[nH]nc2[nH]1	-1%&4%	-9%&16%
Cc1cccc(-n2c(C)nnc2SCC(=O)NC(C)c2ccco2)c1 (centres undefined)	9%	0%
O=C(c1cc(Br)ccc1O)N(Cc1ccco1)Cc1cccs1	-23%	-12%
C(=C\c1ccnc2ccccc12)/c1ccc(-[n+]2cc[n+](-c3ccc(/C=C/c4ccnc5ccccc45)cc3)cc2)cc1	?	0%
COc1cc(S(=O)(=O)O)c(C)cc1N=Nc1c(O)ccc2cc(S(=O)(=O)O)ccc12	-25%	-8%
O=C(C[n+]1cc(Br)cc(Br)c1)c1ccc2c(c1)CCCC2	3%	-11%
O=C(C[n+]1cccc(Br)c1)c1ccc(O)c(O)c1	1%	27%
O=C(c1cccc2ccccc12)N1CCN(S(=O)(=O)c2ccccc2)CC1	8%	0%
CN(C)c1ccc(/C=C2\C=Cc3ccccc32)cc1	-12%	9%
N#Cc1ccc(S(=O)(=O)N2CCN(c3nc(-c4cccs4)nc4ccccc34)CC2)cc1	2%	23%
CC(=O)Nc1ccc(/C=C/c2ccnc3ccccc23)cc1[N+](=O)[O-]	0%	-1%
COc1cc(/C=C/c2ccnc3ccccc23)ccc1N(C)C	-3%	?
COc1ccc2c(c1)c(CC(=O)O)c(C)n2Cc1ccc(Cl)cc1	0%&15%	-15%
CN(C)c1ccc(/C=C/c2c(Br)cnc3ccccc23)cc1	-7%	?
O=C(Nc1cc(C(=O)Nc2ccc(S(=O)(=O)O)cc2S(=O)(=O)O)cc(C(=O)Nc2ccc(S(=O)(=O)O)cc2S(=O)(=O)O)c1)Nc1cc(C(=O)Nc2ccc(S(=O)(=O)O)cc2S(=O)(=O)O)cc(C(=O)Nc2ccc(S(=O)(=O)O)cc2S(=O)(=O)O)c1	1%	-4%
CN(C)c1ccc(CCc2ccnc3ccccc23)cc1	15%	-8%
CN(C)c1ccc(/C=C/c2ncnc3ccccc23)cc1	11%	5%
CO[C@H]1C[C@@H]2CC[C@@H](C)[C@@](O)(O2)C(=O)C(=O)N2CCCC[C@H]2C(=O)O[C@H]([C@H](C)C[C@@H]2CC[C@@H](O)[C@H](OC)C2)CC(=O)[C@H](C)/C=C(/C)[C@@H](O)[C@@H](OC)C(=O)[C@H](C)C[C@H](C)C=C/C=C\C=C/1C	-82%[inhibitor]	?
C[n+]1c(/C=C/c2ccc(F)cc2)ccc2ccccc21	0%	5%
O=C(NCC1CC1)c1ccc2nc(-c3ccoc3)c(-c3ccoc3)nc2c1	2%	-17%
CN(C)c1ccc(/C=C/c2sc3ccccc3[n+]2CCCCI)cc1	-49%[inhibitor]	23µM*
COc1cc2c(NC3CCN(C)CC3)nc(N3CCCN(C)CC3)nc2cc1OCCCN1CCCCC1	4%	0%
CN(N=O)c1ccc2c(c1)Cc1ccccc1-2	11%	-1%
Cc1ccc(OCC(=O)Nc2ccc(O)c(-c3nc4cc(C)c(C)cc4o3)c2)cc1	0%	-4%
CC(=O)Nc1cc(O)c2nonc2c1O	-41%[inhibitor]	?
O=C(Cc1ccc(OCc2ccccc2)cc1)NO	4%	-2%
COc1ccc(/C=C/c2ccnc3ccccc23)cc1OC	-1%	-2%
CC1(C)OC(=O)C2(Cc3cc([N+](=O)[O-])ccc3N3CCCCCC32)C(=O)O1 (centres undefined)	2%	-5%
O=C(Cc1ccc(OCCCCc2ccccc2)cc1)NO	?	7%
COc1ccc(/C=C2\C=Cc3ccccc32)cc1	-18%	0%
CC(=O)Nc1cc([N+](=O)[O-])cc(NC(C)=O)c1NC(C)=O	-13%	22%
N=C(N)c1ccc(-c2ccc(-c3ccc(C(=N)N)cc3)o2)cc1	-21%	?
CCCC1OC2C[C@@H]3[C@H]4CCC5=CC(=O)C=C[C@]5(C)[C@H]4C(O)C[C@]3(C)[C@]2(C(=O)CO)O1 (some centres undefined)	0%	-12%
c1coc(CNc2nc(NCc3ccco3)c3ccccc3n2)c1	7%	-22%
CN(c1ccc(/C=C/c2ccccc2)cc1)P1(=O)NCCCO1 (centres undefined)	0%	6%
CCN(CC)CCN(CC)c1ccc(/C=C/c2ccnc3ccccc23)cc1	-4%	-14%
CCc1cccc(NC(=O)COC(=O)c2ccccc2OCc2ccccc2Br)c1	-13%	-5%
COc1ccc(C(=O)NCC(=O)OCC(=O)c2ccc3ccccc3c2)cc1	5%	-28%
O=C1c2ccccc2C(=O)N1c1ccc2ncccc2c1	4%	?
Cc1ccc2[nH]c(=O)c(CN(CCCO)Cc3nnnn3Cc3ccccc3)cc2c1	9%	-1%
c1coc(CNc2ncnc3c2nc2n3CCCC2)c1	-4%	0%
C(=C\c1ccc2ccccc2n1)/c1cccnc1	-21%	0%
CC1(C)CC(=O)C2=C(C1)NC(Nc1nc3ccccc3o1)=NC2c1cccc(O)c1 (centres undefined)	1%	14%
CC(=O)N(O)c1ccc(/C=C2\C=Cc3ccccc32)cc1	-22%	?
O=C(Nc1nc(-c2ccc3c(c2)OCCO3)cs1)C1CC(=O)N(c2ccc3c(c2)OCCO3)C1 (centres undefined)	13%	-9%
CC1(C)OC(=O)C2(Cc3cc([N+](=O)[O-])ccc3N3CCCCC32)C(=O)O1 (centres undefined)	0%	-12%
CCCCn1c(SCC#N)nc2ccccc2c1=O	15%	-7%
CC1Cc2ccccc2C[N+]1(C)CC(=O)c1ccc(I)cc1 (centres undefined)	-5%	5%
CSc1ccc(/C=C2\C=Cc3cc([N+](=O)[O-])ccc32)cc1	-7%	-1%
O=C1c2ccccc2NC(c2ccccc2O)N1Cc1ccco1 (centres undefined)	12%	5%

25 entries from above, with values under each structure.
Values run as follows: aSyn yeast inh, KB-V1 MDR tox
> CC(=O)Nc1cc(O)c2nonc2c1O
 : -41%[inhibitor], ?
> O=C(Cc1ccc(OCc2ccccc2)cc1)NO
 : 4%, -2%
> COc1ccc(/C=C/c2ccnc3ccccc23)cc1OC
 : -1%, -2%
> CC1(C)OC(=O)C2(Cc3cc([N+](=O)[O-])ccc3N3CCCCCC32)C(=O)O1 (centres undefined)
 : 2%, -5%
> O=C(Cc1ccc(OCCCCc2ccccc2)cc1)NO
 : ?, 7%
> COc1ccc(/C=C2\C=Cc3ccccc32)cc1
 : -18%, 0%
> CC(=O)Nc1cc([N+](=O)[O-])cc(NC(C)=O)c1NC(C)=O
 : -13%, 22%
> N=C(N)c1ccc(-c2ccc(-c3ccc(C(=N)N)cc3)o2)cc1
 : -21%, ?
> CCCC1OC2C[C@@H]3[C@H]4CCC5=CC(=O)C=C[C@]5(C)[C@H]4C(O)C[C@]3(C)[C@]2(C(=O)CO)O1 (some centres undefined)
 : 0%, -12%
> c1coc(CNc2nc(NCc3ccco3)c3ccccc3n2)c1
 : 7%, -22%
> CN(c1ccc(/C=C/c2ccccc2)cc1)P1(=O)NCCCO1 (centres undefined)
 : 0%, 6%
> CCN(CC)CCN(CC)c1ccc(/C=C/c2ccnc3ccccc23)cc1
 : -4%, -14%
> CCc1cccc(NC(=O)COC(=O)c2ccccc2OCc2ccccc2Br)c1
 : -13%, -5%
> COc1ccc(C(=O)NCC(=O)OCC(=O)c2ccc3ccccc3c2)cc1
 : 5%, -28%
> O=C1c2ccccc2C(=O)N1c1ccc2ncccc2c1
 : 4%, ?
> Cc1ccc2[nH]c(=O)c(CN(CCCO)Cc3nnnn3Cc3ccccc3)cc2c1
 : 9%, -1%
> c1coc(CNc2ncnc3c2nc2n3CCCC2)c1
 : -4%, 0%
> C(=C\c1ccc2ccccc2n1)/c1cccnc1
 : -21%, 0%
> CC1(C)CC(=O)C2=C(C1)NC(Nc1nc3ccccc3o1)=NC2c1cccc(O)c1 (centres undefined)
 : 1%, 14%
> CC(=O)N(O)c1ccc(/C=C2\C=Cc3ccccc32)cc1
 : -22%, ?
> O=C(Nc1nc(-c2ccc3c(c2)OCCO3)cs1)C1CC(=O)N(c2ccc3c(c2)OCCO3)C1 (centres undefined)
 : 13%, -9%
> CC1(C)OC(=O)C2(Cc3cc([N+](=O)[O-])ccc3N3CCCCC32)C(=O)O1 (centres undefined)
 : 0%, -12%
> CCCCn1c(SCC#N)nc2ccccc2c1=O
 : 15%, -7%
> CC1Cc2ccccc2C[N+]1(C)CC(=O)c1ccc(I)cc1 (centres undefined)
 : -5%, 5%
> CSc1ccc(/C=C2\C=Cc3cc([N+](=O)[O-])ccc32)cc1
 : -7%, -1%

Later entries
SMILES	aSyn yeast inh	KB-V1 MDR tox
CC1CCc2nc(-c3cc4c(ccc5ccccc54)oc3=O)sc2C1 (centres undefined)	1%	3%
CN(C)c1ccc(/C=C/c2ccnc3ccc([N+](=O)[O-])cc23)cc1	1%	-7%
CN(C)Cc1cn(-c2ccccc2)nc1-c1ccccc1	2%	-8%
C[N+]1(CC(=O)c2ccc(Oc3ccc(C(=O)C[N+]4(C)CCOCC4)cc3)cc2)CCOCC1	-15%	34%
Cn1nc(-c2ccc(F)cc2)nc2c(=O)n(C)c(=O)nc1-2	-84%[inhibitor]	5.2µM*
CCn1c(SC(C)C(=O)Nc2ccc(C)cc2)nnc1-c1ccccc1 (centres undefined)	1%	0%
Nc1nc2ncn(COCCO)c2c(=O)[nH]1	?	19%
c1ccc(Nc2nc(Nc3ccccc3)nc(-n3cccn3)n2)cc1	6%	-21%
FC(F)(F)C(F)(F)C(F)(F)c1nc2ccccc2[nH]1	3%	-11%
COc1cc2c(cc1OC)C(c1oc(-c3ccc(-c4cc(Cl)ccc4Cl)o3)cc1C)=NCC2	-9%	-25%
CNc1ccc(C=O)cc1Cl	-3%	?
COc1cc2c(NC3CCN(C)CC3)nc(N3CCCN(C)CC3)nc2cc1OCCCCN(C)C	3%	-16%
O=C1CCCc2[nH]c(=O)c(C(=O)NCc3ccccc3)cc21	-1%	0%
O=S(=O)(c1ccc2c(c1)OCCO2)N1CCN(CCc2ccccc2)CC1	6%	-12%
CN(c1ccccc1)c1nc(C#N)nc(N2CCOCC2)n1	-1%	?
O=c1c2ccccc2sn1-c1ccc(Cl)c(S(=O)(=O)N2CCOCC2)c1	-81%[inhibitor]	?
O=S(=O)(c1ccccc1Cl)N1CCN(c2nc(-c3ccccc3)nc3ccccc23)CC1	2%	?
Cc1ccc(C)c2c1NC(C(=O)O)C1CC=CC21 (centres undefined)	?	?
COc1ccc(-c2nn3c(-c4cc(-c5ccccc5)n[nH]4)nnc3s2)cc1	2%	?
Cc1ccc(S(=O)(=O)N2CCCN(c3nc(-c4cccs4)nc4ccccc34)CC2)cc1	-14%	?
COc1cc(OC)c(/C=C/c2nc3ccccc3o2)c(OC)c1	2%	-2%
C[n+]1ccc(CO)cc1	5%	-14%
O=C(Nc1ccc([N+](=O)[O-])cc1Cl)c1ccccc1O	-70%&-51%[inhibitor]	16µM*
O=C(NCCc1nc2ccccc2n1CCOc1cccc2ccccc12)C1CCCCC1	-3%	0%
Cc1ccc(-c2nc3c(c(SCC(=O)Nc4cccc(C(=O)O)c4)n2)Cc2cccc(C)c2O3)cc1	1%&2%	?
Oc1cc2cc(-c3csc(-c4ccc(F)cc4)n3)ccc2[nH]1	-15%	-24%
COc1ccccc1-c1nn2c(-c3cc(-c4ccccc4)n[nH]3)nnc2s1	-1%	?
Nc1ccc(/C=C2\C=Cc3ccccc32)cc1	-30%	?
Cc1ccc2[nH]c(=O)c(CN(Cc3ccco3)Cc3nnnn3Cc3ccco3)cc2c1	-2%	-2%

The list is partial, so the mix of outcomes need not match the whole.
